Dynein cargo inh – inhibitors of GR-EGFP nuclear translocation, primary screen, dynein cargo transport inhibitor project, imaging, high-content, 3617.4 mouse cells. test concentration mostly 20 µM; stimulated with dexamethasone, 1 µM; stronger effect = lower value. z-score, hits read low. 220,000 compounds, 0.47% hits;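 active = plate z-score of nuclear minus cytoplasmic receptor signal below a set negative limit, without overly bright fluorescence or cell loss, cut at about -3.5 in these data, passing the limit was not always enough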;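 also: z-score of nuclear minus cytoplasmic ring GR-EGFP intensity difference per well; some compounds called inactive have numbers as strong as hits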
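Buffer or medium: tet-free, stripped-serum medium; reagent: dexamethasone at 1.0 µM final, 30 min; incubation: 48 h induction, 1 h compound, 30 min dex at 37 °C; measured by: formaldehyde fixation, Hoechst nuclear stain, 10x automated fluorescence imaging; read-out: nuclear-to-cytoplasmic GR-EGFP distribution per well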
MT stabilizer – microtubule stabilizers in HeLa cells, primary screen, imaging, high-content imaging; HeLa tubulin immunostaining HCS, 24 h; share of cells brighter than vehicle mean+2SD; % tubulin-high responders, % at 10 µM; 200,000 compounds, 0.83% hits;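 active = plate Z-score above 3 for both tubulin-high and condensed-nucleus cell shares, with cell loss under 80%, at 10 µM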;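 also: anti alpha tubulin signal scored within the nucleus-defined area of each cell; some results filed as inactive read as strong as hits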
Lipid droplet – inhibitors of hepatocyte lipid droplet formation, primary screen, imaging, high-throughput imaging, BODIPY stain. AML12 mouse hepatocytes, oleate lipid droplets. inhibition, % at 6.5 µM. 240,000 compounds, 0.4% hits. AID 1656, 2009;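 active = lipid droplet intensity inhibited by at least 50%, with more than 500 cells counted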
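Material – AML12 mouse liver cells · Also added – oleate loading, 100 µM · Compound dosing – 6.5 µM single-point dosing · Times – overnight treatment with compound plus oleate · Measured by – fluorescence imaging, 20x objective, two fields per well · Read-out – percent inhibition of filter-corrected integrated lipid droplet intensity per well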
Insulin prom up – insulin promoter activators in MIN6 cells, imaging, high-content screening, mouse beta cells | MIN6 insulin promoter-GFP reporter; stronger effect = higher value | 190,000 compounds, 0.3% hits | z-score at 5 µM;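 active = z-score above 3 at 5 µM with at least 500 cells counted in the well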
TNAP activators – human TNAP enzyme activators, primary screen, biochemical, luminescent, no phosphate acceptor, uHTS (AID 1001); purified TNAP, luminescent activation assay, no phosphate acceptor; higher activation fold means a stronger effect; one-dose activation fold at 20 µM; EC50 in µM for titrated hits; 200,000 compounds, 0.03% hits; in the data active = activation fold from about 3, or a potency from the dose series; inactive = the rest, 99 in 100 with activation fold below about 1.6; also: many of its hits are not listed in these tables
Myeloid diff 2 – induction of myeloid progenitor differentiation, primary screen, cell-based, flow cytometry, MLPCN library. calls only at 10 µM. ER-HoxA9 myeloid progenitors, lysozyme-GFP differentiation. 360,000 compounds, 1% hits. AID 624256, 2012;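 active = normalized GFP-positive differentiation at or above the plate's own cutoff, the solvent-only control mean plus 3 SD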;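 also: cells exposed to compound for four days before flow analysis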
bCat nuc transl – modulators of beta-catenin nuclear translocation, primary screen, imaging, HeLa cells, immunofluorescence, high-content. AID 1665, 2009. 190,000 compounds, 0.3% hits. nuclear translocation activity, % at 5 µM;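 active = nuclear translocation activity above 50% at 5 µM, with a well cell count of 50 or more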;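 also: per-cell ratio of nuclear to cytoplasmic median beta-catenin stain intensity; plate controls were DMSO negative control for no effect and GSK-3 inhibitor IX positive control for full effect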
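Test system: human HeLa cells, native beta-catenin. Compound dosing: 5 µM primary single dose, 0.1% DMSO, 0.02–20 µM confirmation series. Incubation: compound exposure 24 h at 37°C. Detection: beta-catenin immunostaining with DAPI counterstain, 20x imaging, 6 fields/well. Read-out basis: Nuclear/cytoplasmic beta-catenin signal ratio, % activation.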
T cell modulator – modulators of CD8 T cell-vesicle binding, primary screen, mouse 2C CD8+ T cells, flow cytometry; calls only at 7 µM; 2C CD8+ T cell-vesicle binding; stronger effect = lower value; 330,000 compounds, 0.068% hits;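 active = response, share of CD8 T cells binding vesicles, and their 90th percentile fluorescence all below set limits, cut at about 80% in these data, passing the limit was not always enough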
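Test system: purified 2C TCR transgenic mouse naive CD8+ T cells. Probe or stimulus: QL9-peptide-loaded Drosophila micro-vesicles bearing Ld, ICAM-1 and B7-1. Incubation: binding step 1.5 h, 37 °C, antibody labelling 20 min, ice. Measured by: flow cytometry of vesicle-bound cells.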
PMI inhibitors – inhibitors of human PMI, primary screen, biochemical, fluorescence intensity, coupled assay (AID 1209); inhibition, % at 20 µM, or IC50 in µM where a hit was titrated; purified PMI enzyme, coupled fluorescence intensity; higher % means a stronger effect; 190,000 compounds, 0.42% hits; Mannose-6-phosphate isomerase (Homo sapiens); in the data active = inhibition above about 50%;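 also: plate controls were DMSO vehicle for no effect and wells lacking substrate for full effect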
Dynein cargo inh cytoplasmic EGFP – also measured in Dynein cargo inh; calls as there; z-score; measured here: cytoplasmic GR-EGFP intensity; stronger effect = higher value
Dynein cargo inh nuclear GR-EGFP – also measured in Dynein cargo inh; calls as there; z-score; measured here: nuclear GR-EGFP intensity;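 lower value marks the stronger effect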
Dynein cargo inh cell count – second read-out of Dynein cargo inh, no call of its own (marks repeat the call); z-score; measured here: cell count per field
Insulin prom up cell count – second read-out of Insulin prom up, no call of its own (marks repeat the call); cell count; measured here: cytotoxicity, nuclei count;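 total cells summed across four imaged fields per well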
Lipid droplet cells 6.5 µM – further read-out of Lipid droplet, marked with its call; cell count; measured here: cell count, cytotoxicity flag;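 cells counted across two imaged fields per well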
bCat nuc transl cell count 5 µM – further read-out of bCat nuc transl, marked with its call; cell count; measured here: cell count, cytotoxicity flag
T cell modulator vesicle-bound % – further read-out of T cell modulator, marked with its call; double positive events, %; measured here: CD8+ vesicle-bound cell fraction;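 binding gate set so that unloaded-vesicle control wells show 10% double positive cells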
MT stabilizer Hoechst-high % – further read-out of MT stabilizer, marked with its call; % Hoechst-high responders; measured here: nuclear condensation Hoechst responders;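 share of cells brighter than vehicle mean plus two SD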
MT stabilizer cytotoxicity % – further read-out of MT stabilizer, marked with its call; toxicity, %; measured here: cytotoxicity by cell density;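 0% = mean cell density of plate MIN control wells and 100% = no cells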
Myeloid diff 2 GFP+ MAC1+ % – recorded beside Myeloid diff 2, whose call it bears; GFP+ MAC1+ double positive, %; measured here: differentiation confirmed by MAC1 staining
* = called active by the depositor; i = inactive; nt = not tested or not shown; & = joins results of further samples. Hits appear at their usual frequency. Share with any hit: about 3%.

SMILES | Dynein cargo inh | Dynein cargo inh cytoplasmic EGFP | Dynein cargo inh nuclear GR-EGFP | Dynein cargo inh cell count | MT stabilizer | MT stabilizer Hoechst-high % | MT stabilizer cytotoxicity % | Lipid droplet | Lipid droplet cells 6.5 µM | Insulin prom up | Insulin prom up cell count | TNAP activators | Myeloid diff 2 | Myeloid diff 2 GFP+ MAC1+ % | bCat nuc transl | bCat nuc transl cell count 5 µM | T cell modulator | T cell modulator vesicle-bound % | PMI inhibitors
CCOc1ccc(C2CC(c3ccc(CC)cc3)Nc3nc(N)nn32)cc1 (stereo not drawn) | 0.57 | -0.18 | 0.42 | 0.62 | 2.7 | 1.6 | 0.8 | -13 | 512 | nt | nt | 1 | i | 1.2 | -1.6 | 1098 | i | 44 | 13%
NC1=NC2CS(=O)(=O)CC2S1 (stereo not drawn) | -0.97 | -0.27 | -0.76 | 0.41 | 1.5 | 1.4 | 6.7 | -1 | 682 | 0.89 | 1475 | 0.9 | i | 0.7 | -1.6 | 1058 | i | 38 | 2%
CCN(CC)c1ccc(NC(=O)c2ccc3c(c2)c(C)c(C)n3C)cc1 | 0.38 | -0.25 | -0.11 | 0.71 | 14* | 29* | 36* | 71* | 664* | -0.27 | 962 | 1 | nt | nt | nt | nt | i | 35 | 17%
Cc1cc2c(ncn2C(C)C)c(NS(=O)(=O)c2ccc(F)cc2)c1C | 0.8 | -0.16 | 0.44 | -0.1 | 4.8 | 3.1 | 6.1 | -4 | 700 | -0.43 | 1246 | 1.1 | i | 0.2 | 1.8 | 1070 | i | 58 | -12%
COC(=O)CCCC(=O)N1CCCC(CCC(=O)NCc2ccc(F)c(F)c2)C1 (stereo not drawn) | -0.39 | -0.37 | -0.37 | 0.94 | 1.3 | 1.2 | 7.2 | 7 | 772 | 2.6 | 1581 | 1 | i | 0.4 | 0.3 | 1557 | i | 42 | nt
CC(=O)N1CCc2[nH]c3ccccc3c2C1 | -0.26 | -0.26 | 0.085 | -0.012 | 4.6 | 3.2 | 11 | nt | nt | -0.23 | 1431 | 1.1 | i | 1.7 | -7.1 | 1033 | i | 17 | -7%
CN(C)CCC(c1ccc(Cl)cc1)c1ccccn1 (stereo not drawn) | 0.51 | -0.29 | 0.45 | 0.36 | 3.5 | 2.6 | 5.6 | -2&-3 | 684&686 | 0.13 | 1461 | 1&1.1 | i | 0.7&0.7 | -1.1&-3.0 | 1182&643 | i | 18&24&54 | -2%&-8%
CCOc1ncccc1C(=O)OCc1c(F)cccc1Cl | 1.2 | -0.33 | 0.96 | -0.17 | 3.4 | 3.6 | 8.4 | 5 | 691 | -0.57 | 1325 | 1.1 | i | 0.6 | -2.1 | 950 | i | 19 | -5%
Nc1cccnc1-n1nc(C(F)(F)F)cc1C(F)(F)F | -0.058 | -0.34 | -0.11 | -0.41 | 3.6 | 0.8 | 7.0 | -12 | 723 | 2.2 | 1234 | 1.1 | i | 0.4 | -1.2 | 1063 | i | 32 | -5%
CCOC(=O)C1CCN(C(=O)CN(c2ccc(Oc3ccccc3)cc2)S(C)(=O)=O)CC1 | -0.59 | -0.32 | -0.23 | 0.64 | 2.7 | 2.1 | 4.2 | 0 | 718 | nt | nt | 1 | i | 0.3 | 0.3 | 1035 | i | 31 | 14%

Gathered by group, the entries above containing a halogen
SMILES | Dynein cargo inh | Dynein cargo inh cytoplasmic EGFP | Dynein cargo inh nuclear GR-EGFP | Dynein cargo inh cell count | MT stabilizer | MT stabilizer Hoechst-high % | MT stabilizer cytotoxicity % | Lipid droplet | Lipid droplet cells 6.5 µM | Insulin prom up | Insulin prom up cell count | TNAP activators | Myeloid diff 2 | Myeloid diff 2 GFP+ MAC1+ % | bCat nuc transl | bCat nuc transl cell count 5 µM | T cell modulator | T cell modulator vesicle-bound % | PMI inhibitors
Cc1cc2c(ncn2C(C)C)c(NS(=O)(=O)c2ccc(F)cc2)c1C | 0.8 | -0.16 | 0.44 | -0.1 | 4.8 | 3.1 | 6.1 | -4 | 700 | -0.43 | 1246 | 1.1 | i | 0.2 | 1.8 | 1070 | i | 58 | -12%
COC(=O)CCCC(=O)N1CCCC(CCC(=O)NCc2ccc(F)c(F)c2)C1 (stereo not drawn) | -0.39 | -0.37 | -0.37 | 0.94 | 1.3 | 1.2 | 7.2 | 7 | 772 | 2.6 | 1581 | 1 | i | 0.4 | 0.3 | 1557 | i | 42 | nt
CN(C)CCC(c1ccc(Cl)cc1)c1ccccn1 (stereo not drawn) | 0.51 | -0.29 | 0.45 | 0.36 | 3.5 | 2.6 | 5.6 | -2&-3 | 684&686 | 0.13 | 1461 | 1&1.1 | i | 0.7&0.7 | -1.1&-3.0 | 1182&643 | i | 18&24&54 | -2%&-8%
CCOc1ncccc1C(=O)OCc1c(F)cccc1Cl | 1.2 | -0.33 | 0.96 | -0.17 | 3.4 | 3.6 | 8.4 | 5 | 691 | -0.57 | 1325 | 1.1 | i | 0.6 | -2.1 | 950 | i | 19 | -5%
Nc1cccnc1-n1nc(C(F)(F)F)cc1C(F)(F)F | -0.058 | -0.34 | -0.11 | -0.41 | 3.6 | 0.8 | 7.0 | -12 | 723 | 2.2 | 1234 | 1.1 | i | 0.4 | -1.2 | 1063 | i | 32 | -5%

Screening data (PubChem BioAssay)
